Screens (PubChem BioAssay)
DAX1 inh-1 = DAX1 (NR0B1) inhibition, primary screen | AID 652010 | inhibition, % at 6.8 µM | HEK293T StAR-luciferase reporter, SF-1/DAX-1 repression relief | 1.1% of 370,000 active;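 active = inhibition above the mean over all tested compounds plus 3 SD, cut at about 3.6% in these data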;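 also: 0% = DAX-1 cells with DMSO and 100% = cells lacking DAX-1 with DMSO; higher inhibition means more luminescence from relief of DAX-1 repression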
NPR1 activator = GC-A (human) enzyme activation. P16066. HEK293 GC-A cells, cGMP TR-FRET, EC30 ANP; 0% at EC30 ANP, 100% saturating ANP. activation, % at 10 µM. 0.14% of 370,000 active. AID 1671463; in the data active = activation above about 40%
Target sequence (P16066 whole entry, looked up): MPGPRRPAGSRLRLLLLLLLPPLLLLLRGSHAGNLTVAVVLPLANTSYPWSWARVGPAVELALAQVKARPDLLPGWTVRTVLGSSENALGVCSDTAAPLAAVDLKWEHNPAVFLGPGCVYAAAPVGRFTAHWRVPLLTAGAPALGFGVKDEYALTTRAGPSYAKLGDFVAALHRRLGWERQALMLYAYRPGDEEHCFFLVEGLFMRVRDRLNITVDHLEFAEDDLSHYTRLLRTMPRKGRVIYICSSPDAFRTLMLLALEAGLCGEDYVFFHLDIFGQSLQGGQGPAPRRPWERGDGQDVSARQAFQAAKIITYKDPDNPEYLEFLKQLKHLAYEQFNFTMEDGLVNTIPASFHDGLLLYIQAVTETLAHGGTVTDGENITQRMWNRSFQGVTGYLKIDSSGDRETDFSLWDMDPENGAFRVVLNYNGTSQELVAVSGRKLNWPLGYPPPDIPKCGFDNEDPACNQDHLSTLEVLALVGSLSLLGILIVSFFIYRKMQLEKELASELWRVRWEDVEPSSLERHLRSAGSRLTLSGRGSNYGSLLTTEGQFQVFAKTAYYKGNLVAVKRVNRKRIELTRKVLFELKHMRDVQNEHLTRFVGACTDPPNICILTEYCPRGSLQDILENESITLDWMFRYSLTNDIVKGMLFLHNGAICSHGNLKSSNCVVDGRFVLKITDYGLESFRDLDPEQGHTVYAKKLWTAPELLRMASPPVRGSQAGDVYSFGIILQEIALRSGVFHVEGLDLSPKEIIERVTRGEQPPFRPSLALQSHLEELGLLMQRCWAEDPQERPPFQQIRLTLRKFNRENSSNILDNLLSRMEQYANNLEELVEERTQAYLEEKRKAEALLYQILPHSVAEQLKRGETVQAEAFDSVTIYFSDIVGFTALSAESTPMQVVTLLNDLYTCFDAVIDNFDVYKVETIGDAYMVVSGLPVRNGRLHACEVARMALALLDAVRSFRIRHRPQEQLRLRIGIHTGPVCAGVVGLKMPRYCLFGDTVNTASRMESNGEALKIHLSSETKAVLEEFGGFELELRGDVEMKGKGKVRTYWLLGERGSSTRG
hgDAF-12 ag = activates the H. glycines DAF-12 receptor ligand-binding domain; HEK293 GAL4-hgDAF12 UAS-luciferase reporter, agonist luminescence; normalized to butyrate control; activation, % at 6.8 µM; 1.8% of 370,000 active; AID 687014;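 active = activation above a cutoff set at the mean of all screened compounds plus 3 SD, cut at about 10% in these data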;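 also: 0% = DMSO wells and 100% = sodium butyrate wells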
DAX1 inh-2 = NR0B1 (DAX1) inhibition | P51843 | HEK293 Gal4-DAX1 luciferase reporter, luminescence | inhibition, % at 6.75 µM | 0.99% of 340,000 active | AID 504766;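 active = inhibition above the mean over all tested compounds plus 3 SD, cut at about 4.2% in these data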;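 also: 0% = DAX1-transfected cells with DMSO and 100% = empty-vector control cells with DMSO; inhibition shows as a rise in luminescence from relieved DAX1 repression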
hcDAF12 agonist = activates DAF-12 receptor from parasite H. contortus; activation, % at 6.8 µM; 1.4% of 370,000 active; HEK293 hcDAF-12 lit1-tk-luc reporter, luminescence; 0% DMSO, 100% Δ7-dafachronic acid;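 active = activation above the mean of all tested compounds plus 3 SD, cut at about 5.5% in these data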;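 also: 100% = response to 3 µM Δ7-dafachronic acid high control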
ssDAF-12 act = activators of S. stercoralis DAF-12 nuclear receptor. 1% of 370,000 active. activation, % at 6.8 µM. HEK293 ssDAF-12/GRIP1 lit1-tk-luc reporter, luminescence; % of 3 µM dafachronic acid response;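 active = activation above the mean over all tested compounds plus 3 SD, cut at about 0.9% in these data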;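 also: 0% = DMSO-only wells and 100% = 3 µM delta7-dafachronic acid wells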
SMARCA2 act = SMARCA2 function activation, primary screen | MG213 cells, MMTV-luciferase reporter, dexamethasone, overnight | activation, % at 9.1 µM | 1% of 370,000 active | AID 652017; in the data active = activation above about 7.8%;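 also: 0% = vehicle wells and 100% = reference activator wells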
HGIII-sPLA2 inh = Inhibits HGIII-sPLA2 liposome hydrolysis, primary screen; Q9NZ20; inhibition, % at 12.2 µM; AID 743126; 0.56% of 370,000 active; QFRET BODIPY PC-A2 liposome hydrolysis, fluorescence;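 active = inhibition above mean plus 3 SD of compounds lying within the high and low control bounds, cut at about 19% in these data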;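 also: 0% = median of test compound wells and 100% = no enzyme DMSO wells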
KLK7 zymogen act = proKLK7 (human) activation, primary screen; P49862; purified proKLK7, EDANS-DABCYL substrate fluorescence; 100% is mature enzyme control, 0% vehicle; activation, % at 7 µM; 0.9% of 370,000 active; AID 652039;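 active = activation above the mean of all tested compounds plus 3 SD, computed per campaign excluding outliers beyond control limits, cut at about 13% in these data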
GC-B act = GC-B (human) receptor activation. HEK293-GC-B cells, CNP EC30, cGMP TR-FRET; 0% at EC30 CNP, 100% saturating CNP. AID 1920062. P20594. 0.11% of 370,000 active. activation, % at 10 µM;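 active = activation at 10 µM reaching about 35% in either raw or pattern-adjusted values, limit read from the data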
GAA850 FXN act = activators of GAA850 frataxin (FXN) promoter; HEK293 lucGAA850 FXN promoter luciferase reporter, 24 h; percent of 10 µM SAHA response; 0.56% of 360,000 active; activation, % at 6 µM;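 active = activation above the average of all compounds screened plus 3 SD, cutoff fixed separately per campaign, cut at about 7.5% in these data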;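 also: 0% = DMSO wells and 100% = 10 µM SAHA wells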
* marks the source's active call; other numbers are inactive results; · = not tested or not shown.

SMILES	DAX1 inh-1	NPR1 activator	hgDAF-12 ag	DAX1 inh-2	hcDAF12 agonist	ssDAF-12 act	SMARCA2 act	HGIII-sPLA2 inh	KLK7 zymogen act	GC-B act	GAA850 FXN act
NNC(=O)C(Cc1ccc(O)cc1)N1Cc2ccccc2C1=O (stereo not given)	-1.1	4	-0.4	-1.0	-0.5	-1.4	-4	-28	-0.7	5	-1.6
O=C(O)Cc1ccc2c(c1)N(S(=O)(=O)c1cccc(C(F)(F)F)c1)CC(C(=O)O)O2 (stereo not given)	0.2	-1	-0.5	-0.1	0.7	-0.2	0	1	-0.3	4	3.1
C=CCn1c(Oc2ccccc2F)nc2c1c(=O)n(C)c(=O)n2C	0.8	1	6.0	-0.5	0.3	-0.4	3	-4	0.9	0	-0.2
CCCCCCCCN1C(=O)[C@@H](CC(=O)NCc2ccc(C)o2)C[C@@]2(C(=O)OC)C1=C[C@H](COCc1ccccc1)O[C@@H]2C	-0.4	-4	2.4	·	-3.0	-1.2	-2	-15	-0.3	9	·
CCNS(=O)(=O)c1ccc(NS(=O)(=O)c2cc(C)ccc2C)cc1	0.4	-2	-2.4	0.1	-1.5	-1.1	0	-19	-0.6	5	2.6
Cc1noc(NS(=O)(=O)c2ccc(NC(=O)C(CC(C)C)N3C(=O)c4ccccc4C3=O)cc2)c1C (stereo not given)	-0.4	7	-0.5	-1.5	-1.4	-0.7	-5	-11	-0.3	5	-0.2
CCc1nc(SCC(=O)N2CCCC2)c2ccccc2n1	-0.1	2	1.6	0.5	-0.7	-1.4	-1	4	-0.4	2	-3.2
COc1ccc(NC(=O)CN(C)C(=O)c2cccc(S(=O)(=O)N3CCCc4ccccc43)c2)cc1	1.4	-4	0.6	0.1	1.3	-0.8	0	-20	0.7	-1	-0.9
Cc1cc(OCC(=O)NC(Cc2c[nH]c3ccc(O)cc23)C(=O)O)c2c(C)c(C)c(=O)oc2c1 (stereo not given)	-0.8	2	0.8	1.0	2.4	-0.9	-1	2	6.1	5	0.1
CCOc1ccc(NC(=O)CSc2nc3[nH]ncc3c(=O)[nH]2)cc1	-3.6	2	4.5	-0.7	1.0	-0.1	2	6	0.0	3	-0.4
COc1cc(S(=O)(=O)N2CCN(Cc3cccs3)CC2)ccc1NC(C)=O	0.5	-1	1.6	-0.8	0.9	-1.8	-2	-3	-0.1	3	0.7
O=S(=O)(c1cccc(-c2csc(-c3cccnc3)n2)c1)N1CCOCC1	-1.1	1	0.1	-1.4	-2.6	-2.1	-5	3	0.1	0	1.9
FC(F)(F)c1nc2ccccc2n1CCNc1nc(CN2CCCCC2)cs1	0.1	0	1.4	0.2	-1.2	-1.1	1	10	0.1	-1	1.2
CN1CCN(S(=O)(=O)c2cccc(C(=O)NCc3ccccc3Cl)c2)CC1	-0.2	-4	-0.3	-0.5	-1.9	-1.7	-2	3	0.2	3	2.0
O=C1CCCN1CCc1cccc2ccccc12	0.8	-2	1.4	-0.5	-1.0	-0.8	1	-1	-0.3	2	3.4
CCOC(=O)c1snc(-c2ccc(F)cc2)c1N	0.3	3	4.7	0.3	1.4	-0.9	-1	5	-0.7	0	3.9
CCCOc1ccccc1N/C(=N/c1nc(C)cc(C)n1)NC(=O)Nc1ccc(Cl)cc1	-0.2	0	0.8	-0.2	-1.1	-0.9	0	10	0.1	-13	-2.0
COc1ccccc1NC(=O)C(C)Sc1nnc2ccccn12 (stereo not given)	0.0	0	1.0	0.4	2.8	-0.9	-2	10	0.0	0	1.1
O=C(Cc1ccccc1)c1ccccn1	0.2	1	1.0	1.3	-1.0	-1.4	-1	1	-0.1	1	1.2
NS(=O)(=O)c1ccc(NC(=S)NC(=O)/C=C/c2cccs2)cc1	-0.1	-1	0.7	0.7	-1.0	-2.1	0	-1	0.2	-2	0.9
COc1ccc(CCNC(C(=O)Nc2cc(C)cc(C)c2)c2ccccc2)cc1 (stereo not given)	-0.4	-17	-1.8	-0.3	-1.5	-0.8	-1	-11	-0.8	-14	3.5
O=C(NCC(F)(F)F)c1ccc2sc([C@@H]3O[C@H](CO)[C@H](O)[C@H](O)[C@H]3O)nc2c1	0.0	0	0.5	·	-2.5	-1.4	2	-5	0.1	-2	1.1
Nc1ccn([C@@H]2O[C@H](CNCC3=CCOc4ccc(O)cc43)[C@@H](O)[C@H]2O)c(=O)n1	0.2	3	1.3	1.4	-1.8	-0.6	2	2	-0.5	1	-0.2
O=C1CN(C(=O)c2ccc(Cl)nc2)c2ccccc2N1	0.0	2	-0.4	-1.1	-0.1	-1.4	0	-4	0.6	3	-0.6
COc1ccc(/C=C2/SC(=O)N(CCNC(=O)CC(NC(C)=O)c3ccccc3)C2=O)cc1 (stereo not given)	-0.5	0	1.8	1.1	-0.7	-0.7	-3	-5	0.5	-4	1.6
O=C(CCN1C(=O)/C(=C/c2ccc(Cl)cc2)SC1=S)Nc1cccnc1	-0.1	-2	-0.9	0.3	-2.8	-0.9	-3	3	-0.7	0	0.8
CC(C)CC(=O)N1CC=CC[C@@H](c2ccc(Cl)cc2)N(Cc2ccc(Cl)cc2)C(=O)[C@@H]1Cc1ccccc1	-0.5	-4	2.8	0.4	-0.3	0.2	-1	0	-1.1	-6	-0.4
CCCCn1nnnc1C(c1ccccc1)N1CCN(c2ncccc2C(F)(F)F)CC1 (stereo not given)	-1.9	-9	-1.0	·	-1.5	-1.3	-7	1	0.6	-2	·
O=C(Nc1ccccc1)c1ccccc1OS(=O)(=O)c1ccccc1	-0.4	3	-0.7	0.7	-1.6	-0.4	-1	4	0.5	-2	2.1
Cc1nn(C)c(-c2n[nH]c(=S)n2-c2ccccc2)c1Cl	0.3	0	0.4	0.6	2.0	-0.7	-4	26*	0.1	1	2.7
CC(C)CCn1c(=O)c2c(nc3n2CCCN3Cc2ccccc2)n(C)c1=O	-0.4	4	-2.4	-1.4	-1.7	-1.4	-3	9	0.0	1	-0.6
Cc1cc(C)n(-c2nnc(C)n2/N=C/c2ccccc2O)n1	-0.1	-7	2.6	2.2	0.7	-0.5	3	4	-0.3	0	2.7
C[C@H](CO)N1C[C@H](C)[C@@H](CN(C)S(=O)(=O)c2ccccc2F)Oc2ncc(Br)cc2C1=O	-0.7	0	-1.6	-0.6	-1.8	-1.1	2	9	-0.1	-2	-2.7
COc1cccc([C@@H]2CC=C(C(=O)O)[C@H](c3ccc(Cl)cc3)N2S(=O)(=O)c2ccc(C)cc2)c1	0.2	-1	-0.5	0.1	0.9	-1.1	-1	-13	0.4	0	1.6
CN(O)/C=N/C(=S)Nc1ccc(Cl)cc1Cl	-0.5	-1	0.2	-0.7	-0.7	-1.9	1	3	0.7	-4	0.1
COc1ccc(OC2CCN(S(=O)(=O)c3ccccc3)CC2)cc1	-0.1	6	-1.3	0.4	-1.3	-0.4	1	-8	-0.8	-4	0.6
COc1cc(NS(=O)(=O)c2ccc(NC(=O)c3ccc([N+](=O)[O-])cc3)cc2)ncn1	1.1	0	0.7	0.0	0.5	-0.6	-3	-3	-0.2	7	2.4
CCC(O)C1CCN(Cc2cn(-c3ccc(OC)cc3)nc2-c2cccc(F)c2)CC1 (stereo not given)	-0.1	-6	2.6	-0.2	-2.9	-1.8	-1	-22	0.1	-19	0.4
CC(C)CN(C(=O)c1ccc2c(c1)OCCO2)c1c(N)n(Cc2ccccc2)c(=O)[nH]c1=O	1.1	4	1.7	0.9	0.0	-0.7	-1	7	0.8	8	0.1
CN1CCCC(OC(=O)c2ccc3c(c2)OCCO3)C1 (stereo not given)	5.4*	-2	5.8	1.9	0.7	-0.1	-2	4	-0.5	5	-1.2
CCCCn1c(-c2csc(CCC)c2)n[nH]c1=S	-0.3	1	2.3	0.5	-1.1	-0.7	0	14	-0.5	4	1.6
Cc1cc2cc(C)c3nnc(SCC(=O)Nc4ccc(S(=O)(=O)N5CCCCC5C)cc4)n3c2cc1C (stereo not given)	-0.2	2	1.5	0.6	-1.0	-1.0	2	-1	-0.4	3	-0.1
O=C(Nc1ccc(-n2cccc2)cc1)C1CC1	1.1	4	0.1	-1.2	-1.5	-1.5	1	-2	-0.4	-1	0.4
CCC/C(=C1/c2ccccc2C(=O)N1c1ccccc1)c1ccc(O[C@@H]2CCCCO2)cc1	-0.5	-3	-1.6	0.7	-0.9	-0.7	1	-12	-1.7	-6	0.5
NC(CCc1ccccc1)c1csc(Nc2ccc(C(F)(F)F)cn2)n1 (stereo not given)	-0.9	-3	-0.5	·	-0.6	-0.7	-4	13	0.0	3	1.6
CC(C)C(C)NC(=O)COc1ncnc2ccccc12 (stereo not given)	-0.5	3	1.6	0.0	0.3	-1.4	-1	-3	-0.2	7	2.7
CC(NC(=O)C(=O)NN=C1CCCCCCCCCCC1)c1ccccc1 (stereo not given)	0.0	-3	3.9	1.8	0.4	0.0	-3	15	0.1	2	2.3
Cc1ccccc1CN1CCN(Cc2cc3ccccc3o2)CC1CCO (stereo not given)	-0.6	5	-0.7	0.2	-2.0	-1.3	1	-3	-0.1	8	-0.7
COc1ccccc1NC(=S)N1CCN(Cc2ccccc2)CC1	-1.0	-2	0.3	-0.8	1.6	-0.8	-5	2	-0.1	1	-0.2
CCCCSc1nc(C)c(CC(=O)O)c(=O)[nH]1	0.2	10	-0.7	0.1	-0.4	-1.2	-1	3	0.3	2	0.0
CN(CC1CCOCC1)C(=O)CC1C(=O)NCCN1Cc1ccc(-c2ccccc2)cc1 (stereo not given)	-0.3	1	1.6	-0.1	-0.3	-1.3	-5	2	-0.3	-8	0.1
N#C/C(=C\c1c(Cl)cccc1Cl)c1nc2ccccc2o1	-0.6	-2	0.7	0.1	6.6*	-1.3	-4	13	-0.4	-1	0.1
Cc1ccc(S(=O)(=O)c2nc(S(C)(=O)=O)sc2N2CCC(O)CC2)cc1	-0.2	2	1.7	-0.3	0.5	-1.0	4	2	0.5	5	0.9
COc1ccccc1N1CCN(C(=O)c2[nH]c(C(F)(F)F)nc2-c2ccccc2)CC1	-1.7	-6	0.1	·	1.0	-1.1	-1	-2	0.7	-8	·
O=[N+]([O-])c1ccc(NCCNCCOc2nonc2-c2ccccc2)c([N+](=O)[O-])c1	-0.2	-9	1.3	3.1	0.2	-1.1	-2	-1	-0.4	-7	0.1

Only ssDAF-12 act, DAX1 inh-2 and KLK7 zymogen act, for 4 of the compounds above:
canonical_smiles	ssDAF-12 act	DAX1 inh-2	KLK7 zymogen act
CCCCSc1nc(C)c(CC(=O)O)c(=O)[nH]1	-1.2	0.1	0.3
CN(CC1CCOCC1)C(=O)CC1C(=O)NCCN1Cc1ccc(-c2ccccc2)cc1 (stereo not given)	-1.3	-0.1	-0.3
N#C/C(=C\c1c(Cl)cccc1Cl)c1nc2ccccc2o1	-1.3	0.1	-0.4
Cc1ccc(S(=O)(=O)c2nc(S(C)(=O)=O)sc2N2CCC(O)CC2)cc1	-1.0	-0.3	0.5
